Source: PubChem (Sanford-Burnham Center for Chemical Genomics)
Gli-Sufu antag – Gli-Sufu pathway antagonism; Sufu-KO-LIGHT fibroblasts, Gli luciferase reporter luminescence; inhibition, % at 5 µM; 0.74% of 340,000 active;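 active = inhibition above about 55%, limit read from the data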;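 also: 0% = DMSO-treated cells and 100% = wells with medium but no cells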
NR3A LBD binder – modulators (binders) of human NR3A ligand-binding domain. NR3A LBD differential scanning fluorimetry, Tm shift; 0% = protein alone, 100% = glycine-bound protein. Tm shift relative to glycine control, % at 25 µM. 2.5% of 340,000 active. AID 1259313;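 active = melting temperature shift of at least 10% of the positive control shift, at one fixed dose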
EBI2 antag – blocks human EBI2 receptor beta-arrestin signaling; P32249; EBI2 beta-arrestin recruitment, luminescence, 7a,25-OHC stimulated; inhibition, % at 5 µM; 0.81% of 360,000 active; AID 651636; in the data active = inhibition above about 38%;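 also: enzyme fragment complementation signal reports receptor beta-arrestin coupling in cells; 0% = agonist plus DMSO wells and 100% = wells without agonist; some results beyond the cut were filed as inactive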
Target sequence (P32249 whole entry, looked up, the tested form may be a part): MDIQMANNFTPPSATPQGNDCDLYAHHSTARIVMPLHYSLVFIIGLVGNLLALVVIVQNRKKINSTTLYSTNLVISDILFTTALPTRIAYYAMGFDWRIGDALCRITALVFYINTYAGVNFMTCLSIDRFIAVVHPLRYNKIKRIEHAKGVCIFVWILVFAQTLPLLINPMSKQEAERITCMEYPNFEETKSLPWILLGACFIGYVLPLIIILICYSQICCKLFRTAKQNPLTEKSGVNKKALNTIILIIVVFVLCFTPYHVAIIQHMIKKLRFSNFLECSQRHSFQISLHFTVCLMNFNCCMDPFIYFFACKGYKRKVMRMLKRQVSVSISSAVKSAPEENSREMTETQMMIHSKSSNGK
MPTP block – permeability transition pore inhibition. 1.4% of 360,000 active. AID 602449. inhibition, % at 10 µM. isolated mouse mitochondria, Ca2+ swelling absorbance, 30 min;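 active = inhibition of 50% or more, scaled per plate between neutral and stimulator controls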;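 also: 0% = DMSO wells given calcium and 100% = 1 mM EGTA wells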
A3A deaminase – inhibitors of human APOBEC3A DNA deaminase; P31941; AID 493011; inhibition, % at 20 µM; recombinant A3A, FAM/TAMRA ssDNA deamination fluorescence; 0.41% of 330,000 active;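 active = at least 40% inhibition at 20 µM here, with at most 30% in a related deaminase screen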;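 also: plate controls were A3A with DMSO for no effect and wells lacking A3A enzyme for full effect; some results filed as inactive read as strong as hits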
CCR6 antagonist – antagonists of human CCR6 receptor. inhibition, % at 20 µM. P51684. CHO-K1 CCR6 PathHunter beta-arrestin, luminescence, CCL20-stimulated. 0.49% of 340,000 active;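 active = compounds whose inhibition of the agonist-driven luminescence signal at 20 µM reaches about 50%, limit read from the data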;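 also: cells stimulated with CCL20 at 14 nM final; plate controls were DMSO with CCL20 for no effect and DMSO without agonist for full effect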
CXCR6 block – blocks human CXCR6 beta-arrestin recruitment. O00574. CHO-K1 PathHunter CXCR6 beta-arrestin, luminescence. inhibition, % at 20 µM. 0.36% of 360,000 active. AID 602244; in the data active = inhibition above about 34%, passing the limit was not always enough;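 also: antagonist mode with CXCL16 agonist at 10 nM final; 0% = 10 nM CXCL16 with DMSO and 100% = unstimulated wells without agonist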
Target sequence (O00574 whole entry, looked up): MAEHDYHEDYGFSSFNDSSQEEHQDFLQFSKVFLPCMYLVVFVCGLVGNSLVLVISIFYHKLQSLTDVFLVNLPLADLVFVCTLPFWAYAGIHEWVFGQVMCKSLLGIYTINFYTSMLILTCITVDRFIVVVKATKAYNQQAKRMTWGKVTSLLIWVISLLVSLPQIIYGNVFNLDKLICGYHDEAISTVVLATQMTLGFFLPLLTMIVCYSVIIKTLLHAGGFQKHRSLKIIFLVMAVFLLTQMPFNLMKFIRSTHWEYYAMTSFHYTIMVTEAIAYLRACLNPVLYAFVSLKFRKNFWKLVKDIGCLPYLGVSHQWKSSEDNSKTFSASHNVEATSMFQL
APOBEC3G inh – APOBEC3G (human) deaminase inhibition | inhibition, % at 20 µM | AID 493012 | 0.28% of 330,000 active | Q9HC16 | recombinant A3G, ssDNA deamination FAM/TAMRA fluorescence;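 active = inhibition of at least 40% at 20 µM, with no more than 30% in the related APOBEC3A deaminase screen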;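 also: plate controls were DMSO wells with A3G for no effect and wells lacking A3G enzyme for full effect; some compounds called inactive have numbers as strong as hits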
Target sequence (Q9HC16 whole entry, looked up): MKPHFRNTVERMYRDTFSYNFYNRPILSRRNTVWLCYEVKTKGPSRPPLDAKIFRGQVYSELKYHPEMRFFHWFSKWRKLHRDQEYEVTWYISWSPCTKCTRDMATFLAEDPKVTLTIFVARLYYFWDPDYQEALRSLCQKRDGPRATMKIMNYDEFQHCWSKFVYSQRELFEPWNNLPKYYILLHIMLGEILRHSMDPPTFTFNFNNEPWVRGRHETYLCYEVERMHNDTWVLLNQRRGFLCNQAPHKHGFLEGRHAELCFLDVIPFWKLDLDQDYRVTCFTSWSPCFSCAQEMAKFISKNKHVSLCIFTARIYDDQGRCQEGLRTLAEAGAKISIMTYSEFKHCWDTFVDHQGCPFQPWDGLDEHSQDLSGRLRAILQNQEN
Starred values were filed as active, the others as inactive; . = no result given. Hits appear at their usual frequency; about 5.8% have a hit in one of these screens.

SMILES	Gli-Sufu antag	NR3A LBD binder	EBI2 antag	MPTP block	A3A deaminase	CCR6 antagonist	CXCR6 block	APOBEC3G inh
CCOc1cccc(N(C(=O)CCC(=O)Nc2cc(C)on2)C(C(=O)NC(C)(C)C)c2ccc(OC)cc2)c1 (centres undefined)	-19	1	8	-1.0	-5	1	-2	0
CCCCn1nc(C(=O)Nc2cc(S(=O)(=O)N(C)C)ccc2C)c2ccccc2c1=O	-7	-1	4	1.2	6	5	5	-3
CCCN1Cc2cccc(C(=O)Nc3ccc(OC)c(OC)c3)c2C1=O	-9	-2	0	0.8	.	17	-2	.
COc1ccccc1CN1C[C@@H]2C[C@@H](c3[nH]c4c(C)cccc4c3C)N3CCC[C@@]23C1=O	6	-1	2	0.0	-5	24	3	-5
COC(=O)C[C@H](NC(=O)Cn1cc(C)c(=O)[nH]c1=O)C(=O)OC	15	0	-5	0.1	.	4	-9	.
O=C1CCC(=O)N1CC(=O)N1CCCc2ccccc21	-10	0	-5	-1.1	-3	10	6	-7
CCCCc1ccc(NC=C2C(=O)OC3(CCCCC3)OC2=O)cc1	-4	0	10	1.4	-1	14	6	-6
Cc1ccc(CNc2cnccn2)cc1	-8	0	-1	-0.9	-5	8	1	-8
CC(Sc1nnc2ccccn12)C(=O)Nc1ccc(Cl)cn1 (centres undefined)	-3	-1	8	-1.3	-4	20	2	2
Cn1c2ccccc2c(=O)c2cc(C#Cc3cccc(N)c3)ccc21	-29	22*	11	0.6	3	19	6	-1
CN(Cc1ccccc1)C(=O)c1nn2cccnc2c1Cl	-8	-2	-3	1.8	-2	9	4	-2
Cn1c(=O)c2c(SCC(=O)NCc3ccco3)nc(-c3ccccc3Cl)nc2n(C)c1=O	14	1	20	-0.3	4	9	17	0
O=C1CCC([N+](=O)[O-])C(c2ccccc2F)N1 (centres undefined)	.	-2	-3	2.1	-4	0	2	-7
Nc1ncc(Br)cc1S(=O)(=O)NCCC(=O)NCCc1ccccc1	2	-1	-13	0.8	-1	17	-1	-3
O=C(/C=C/c1ccccc1Cl)Nc1cccnc1	-22	0	7	-0.1	-1	0	-4	-7
CC(=O)c1c(C)n(-c2cccc(Cl)c2)c2ccc(O)cc12	3	-1	17	0.3	-3	2	-3	-5
CC(=O)c1c(C)[nH]c(C(=O)OCC(=O)NNC(=O)c2ccc([N+](=O)[O-])cc2)c1C	3	-2	-7	1.2	-5	0	6	-6
CC(C)Oc1ccc(C(CC(=O)N2CCOCC2)C(C)C)cc1 (centres undefined)	14	3	-9	1.0	3	11	4	-2
CCCCNC(=O)Nc1nnc(-c2ccccc2)o1	-7	-1	-28	-0.7	-6	6	-5	-8
CCCCCc1c(C)nc(N2CCN(Cc3ccc4c(c3)OCO4)CC2)[nH]c1=O	0	-2	-5	4.1	-4	-1	-3	-11

In the list so far, these contain a nitro group on carbon:
SMILES	Gli-Sufu antag	NR3A LBD binder	EBI2 antag	MPTP block	A3A deaminase	CCR6 antagonist	CXCR6 block	APOBEC3G inh
O=C1CCC([N+](=O)[O-])C(c2ccccc2F)N1 (centres undefined)	.	-2	-3	2.1	-4	0	2	-7
CC(=O)c1c(C)[nH]c(C(=O)OCC(=O)NNC(=O)c2ccc([N+](=O)[O-])cc2)c1C	3	-2	-7	1.2	-5	0	6	-6

Continued.
SMILES	Gli-Sufu antag	NR3A LBD binder	EBI2 antag	MPTP block	A3A deaminase	CCR6 antagonist	CXCR6 block	APOBEC3G inh
COc1ccccc1-n1c(SCC(=O)Nc2ccc(F)cc2)nc2c(c1=O)SCC2	5	0	5	-1.2	-1	9	0	-3
COc1ccc(/C=C/C(=O)c2ccccc2O)cc1CN1CCOCC1	3	-1	-10	0.9	-1	1	15	-8
COCc1nnc(NC(=O)CCc2ccc(OC)cc2)s1	-20	-2	-3	-0.6	-4	-1	-3	-7
CNc1ccc([N+](=O)[O-])cc1-c1nc2ccccc2[nH]c1=O	29	-1	4	0.5	5	10	1	5
Cc1noc(C)c1COC(=O)c1cccc(S(=O)(=O)N2CCCCCC2)c1	8	6	-8	19	2	25	-10	2
CC(C)(C)NC(=O)CSc1nnnn1C(C)(C)C	-2	-1	-6	-1.1	-5	19	-1	-7
CC(=O)c1cc(F)c(N2CCCCCC2)cc1C	-6	4	-9	4.8	7	-2	-25	2
CCN(CC)C(=O)CSC(Nc1ccc(F)cc1)=C(C#N)C#N	0	3	-1	4.3	-4	1	3	-7
C=CCn1c(SCC(=O)NCC2CCCO2)nnc1-c1ccncc1 (centres undefined)	1	2	5	0.6	-3	1	5	-7
Cc1ccc(OCCC(=O)OCC(=O)NC2CCCC(C)C2C)cc1 (centres undefined)	-1	3	-9	-0.3	6	8	0	-4
CC(=O)c1cccc(NC(=O)COC(=O)Cc2ccc(Cl)cc2)c1	-7	-1	-12	0.3	0	3	7	-7
COC(=O)[C@H]1C[C@H](C(=O)O)[C@@H](C)C1(C)C	-4	-1	5	-0.3	-5	0	2	-12
O=[N+]([O-])c1cc(C(F)(F)F)cc([N+](=O)[O-])c1NCCN1CCNCC1	-4	1	-7	0.3	-3	-9	-13	-7
C[C@H](N)C(=O)N1CCC(C(=O)N[C@@H](Cc2ccccc2)C(=O)Nc2ccc(F)cc2)CC1	2	-2	1	-0.9	-6	7	-4	-9
Cc1cc2c(cc1C)C(c1cccc(F)c1)CC(=O)N2 (centres undefined)	6	-1	-2	1.1	4	0	1	-1
COc1ccc(S(=O)(=O)N2CCCCC2)cc1NC(=O)c1ccc(OC)c(OC)c1	-6	1	4	-1.3	-2	7	0	-15
COc1ccc(-n2nnc3c(SCC(=O)Nc4ccccc4F)ncnc32)cc1	3	3	2	9.1	-7	15	-2	-6
Cc1nnc(N2CCN(Cc3ccccc3)CC2)[nH]c1=O	.	-16	-2	-1.9	-2	21	-3	4
Cc1ccc(S(=O)(=O)N2CCC(C(=O)OCC(=O)N(C)C3CCCCC3)CC2)cc1C	-4	3	-5	-0.5	-1	11	-5	-6
Cc1nnc(SCC(=O)c2cc(C)n(C3CC3)c2C)s1	-54	0	-4	-2.3	3	6	6	-3
CCOc1ccccc1N1CCN(CC(=O)Nc2ncc(C)s2)CC1	11	-2	-4	1.9	-3	0	2	-1
Cc1c(Cl)cccc1-n1cnc(=O)c2ccccc21	4	1	-7	1.9	-4	4	-2	-10
O=C(CNc1ccccc1N1CCCC1=O)Nc1cc(C(F)(F)F)ccc1-n1cncn1	-2	1	1	0.0	-2	13	1	-5
Cc1ccc(S(=O)(=O)N2CC(C(=O)O)Oc3ccccc32)cc1 (centres undefined)	2	-3	-12	0.3	-4	8	4	-10
Oc1ccccc1Nc1nc(-c2ccccc2O)nc2ccccc12	6	28*	6	6.0	2	-2	-1	0
O=C1C2CCCN2C(c2ccc(F)c(F)c2)N1c1cccc(Cl)c1 (centres undefined)	-2	-3	2	-1.4	0	3	4	-2
CCCOC(=O)c1ccc(NC(=O)c2ccoc2C)cc1	6	1	17	-5.9	5	5	-12	-4
Cc1cccc(-n2ncc3c2CCCC3NC(=O)Cn2cccn2)c1C (centres undefined)	0	0	-12	1.2	7	0	2	8
COc1ccc(/C=C/C(=O)NCC(=O)N/N=C/c2cccs2)cc1	4	-18	16	0.7	3	-7	-7	-1
O=C(CCN1C(=O)/C(=C\c2ccco2)SC1=S)Nc1ccc(C(=O)O)c(O)c1	-14	1	-4	-2.3	86	17	16	63
O=C(NCCN1CCN(C(=O)c2ccccc2Cl)CC1)C(=O)NCc1ccccc1	-10	5	-7	-0.5	-4	6	2	-10
O=C(OC1Cn2c(=O)ccc(=O)n2C1)c1ccc([N+](=O)[O-])cc1	-6	-1	1	-0.2	-4	-17	-8	-6
CCOC(=O)c1c(NC(=O)C2c3ccccc3Oc3ccccc32)sc(C(C)=O)c1C	20	1	16	85*	2	9	7	-3
CCCCOc1ccc(C(=O)OC2CC(C)N(C)CC2C)cc1 (centres undefined)	5	-1	-8	83*	5	20	-10	3
CCOC(=O)C1C(=O)NC(C(=O)OCC)(C(=O)OCC)C1CC (centres undefined)	3	0	0	-1.5	.	3	-10	.
Cc1ccc(OCC(=O)NCc2cccnc2)cc1	-6	2	-3	2.5	1	-4	-16	-6
O=C(CCCn1cnc([N+](=O)[O-])n1)Nc1cccc(O)c1	-6	-1	-6	0.6	24	-13	-18	7
COc1cc(/C=C2/C(=N)N3C(=NC2=O)SN=C3S(C)(=O)=O)ccc1OS(=O)(=O)c1ccc(C)cc1	-10	9	10	-2.7	-1	5	9	0
Cc1ccc2cc(CN(CC3CCCO3)C(=O)Nc3ccccc3F)c3nnnn3c2c1 (centres undefined)	4	4	-3	0.4	2	18	2	-6
CCOC(=O)c1cc2c(ccn2C)n1CC(=O)N(C)C	4	1	0	-0.5	-4	-2	0	-14
CCN(CC)CCCn1c2c(c(SCC(=O)Nc3cc(OC)cc(OC)c3)nc1=O)CCC2	20	-1	3	0.3	1	1	8	-6
COc1ccc(CCNC(=O)c2cc(S(=O)(=O)N3CCOCC3)cn2C)cc1OC	-3	5	-1	-0.6	-1	11	6	-12
Cc1noc(C)c1C(=O)Nc1ccc2ccccc2c1	-7	-2	12	0.0	0	-9	6	-2
O=C(CSc1nnc(CNC(=O)c2ccccc2)o1)Nc1nccs1	13	0	-5	1.9	0	9	1	-1
COc1cc2c(cc1OC)C(c1cc(C)ccc1C)CC(=O)N2 (centres undefined)	2	-1	3	-0.2	-3	13	-2	-4
CC(=O)Nc1ccc(NS(=O)(=O)c2ccc3c(c2)oc(=O)n3C)cc1	4	1	14	-0.5	-1	5	-1	14
O=C(COc1ccc(S(=O)(=O)N2CCCC2)cc1)N1CCN(c2ccccc2F)CC1	1	-1	5	-0.8	-3	-3	1	0
Cc1c(Cl)cccc1NC(=S)NC1CCN(Cc2ccccc2)CC1	31	-2	-5	3.2	-5	-5	-2	-10
CCN(CC)c1ccc(-c2nc3cnccn3c2NC2CCCC2)cc1	-6	3	6	0.7	-4	8	-1	-7
O=C(CN1CCC(c2nc3ccccc3[nH]2)CC1)NCc1ccc2c(c1)OCO2	6	2	-19	-1.4	6	-19	-2	2
More compounds follow.
SMILES	Gli-Sufu antag	NR3A LBD binder	EBI2 antag	MPTP block	A3A deaminase	CCR6 antagonist	CXCR6 block	APOBEC3G inh
CCN1CCCC1CNC(=O)c1cc(N)ccc1OC (centres undefined)	-1	-2	-15	2.7	2	6	-4	18
CNS(=O)(=O)c1cc(NC(C)=O)c(C)cc1C	-3	2	-13	-0.1	1	12	-8	-2
O=C(N/N=C/c1ccc(OCc2cnc(Cl)s2)cc1)c1ccncc1	-3	3	2	-2.2	2	5	-1	0
CCOCCCn1c(SCC(=O)Nc2cc(C(C)(C)C)nn2-c2ccccc2)nc2ccccc2c1=O	-7	1	-23	-0.6	2	-6	2	3
NS(=O)(=O)c1ccc(S(=O)(=O)N2CCN(C3CCCC3)CC2)cc1	-8	-1	-10	0.4	-8	5	6	-8
CCCNC(=O)COc1ccc(-c2nn(C)c(=O)c3ccccc23)cc1	-8	-2	3	0.7	12	17	0	6
COc1ccc(C(=O)Nc2ccc(S(=O)(=O)Nc3nccnc3OC)cc2)cc1OC	9	0	-10	-0.8	-2	4	-2	-2
CCOc1ccc(NC(=O)C/C(C)=N/NC(=O)COc2ccc(Br)cc2C)cc1	0	-6	0	2.5	-5	-4	-9	-9
CC(C)CC(O)(c1ccccc1)C(CN1CCOCC1)c1ccccc1 (centres undefined)	-4	0	26	-0.3	-5	17	17	-3
NC(=O)NNc1cccc(Cl)n1	-6	0	-5	-0.1	2	7	1	-1
CS(=O)(=O)N(CC(=O)NCCSCc1ccco1)c1ccc2c(c1)OCO2	1	0	2	-1.0	7	-6	-2	-3

Arranged by value in APOBEC3G inh (ascending): 3 from the list above.
Molecule	NR3A LBD binder	EBI2 antag	MPTP block	A3A deaminase	CCR6 antagonist	CXCR6 block	APOBEC3G inh
NS(=O)(=O)c1ccc(S(=O)(=O)N2CCN(C3CCCC3)CC2)cc1	-1	-10	0.4	-8	5	6	-8
CCCNC(=O)COc1ccc(-c2nn(C)c(=O)c3ccccc23)cc1	-2	3	0.7	12	17	0	6
CCN1CCCC1CNC(=O)c1cc(N)ccc1OC (centres undefined)	-2	-15	2.7	2	6	-4	18
